High-throughput results as filed in PubChem.
CAL PDZ FP-1: inhibitors of human CAL PDZ peptide binding; AID 602252; purified CAL PDZ, TMR-peptide fluorescence polarization, 1 h; 0.92% of 300,000 active; inhibition, % at 24.9 µM; Q9HD26;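 active means mean inhibition of at least 30% with at least half of replicates also reaching 30%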;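 further: 0% = DMSO neutral control and 100% = excess unlabeled competitor peptide PRC23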
CAL PDZ FP-2: human CAL PDZ-peptide interaction inhibition. Q9HD26. inhibition, % at 20 µM. purified CAL PDZ, TMR-peptide fluorescence polarization, 1 h. 0.02% of 330,000 active. AID 504414;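 active means highest replicate inhibition of at least 40%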;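 further: plate controls were DMSO neutral control wells for no effect and unlabeled competitor peptide control wells for full effect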
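Control set: unlabelled peptide and DMSO controls / Material: purified CerCALP PDZ construct / Timing: 1 h incubation at room temperature before polarization reading / Doses: 20 µM, one dose / Detection: fluorescence polarization (mP)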
NSD2 HMT inh: inhibitors of human histone methyltransferase NSD2 | O96028 | NSD2 peptide methylation, AlphaScreen, 120 min | inhibition, % at 12.5 µM | 0.54% of 310,000 active | AID 743445; in the data active means inhibition above about 50%
MITF act: MITF TRPM1 promoter activation in melanoma cells | 0.75% of 300,000 active | AID 588334 | SK-MEL-5 TRPM1-promoter luciferase, 24 h; % of positive control, neutral wells = 0 | activation, % at 12.5 µM;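 active means mean activation of at least 80% with every replicate also reaching 80%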;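 further: 0% = neutral control wells and 100% = parthenolide positive control wells; values of inactives mirror those of a sister screen read the other way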
dFosB activator: enhances mouse delta FosB homodimer DNA binding; activation, % at 25 µM; AID 493131; P13346; purified delta FosB, TAMRA-CDK5 oligo fluorescence polarization; percent of positive-control signal above neutral wells; 0.99% of 340,000 active;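 active means mean activation above about 17%, with every replicate also reaching it, limit read from the data, passing the limit was not always enough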;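 further: fluorescence polarization rise as delta FosB binds a TAMRA Cdk5 AP-1 oligo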
Target sequence (P13346 whole entry, looked up): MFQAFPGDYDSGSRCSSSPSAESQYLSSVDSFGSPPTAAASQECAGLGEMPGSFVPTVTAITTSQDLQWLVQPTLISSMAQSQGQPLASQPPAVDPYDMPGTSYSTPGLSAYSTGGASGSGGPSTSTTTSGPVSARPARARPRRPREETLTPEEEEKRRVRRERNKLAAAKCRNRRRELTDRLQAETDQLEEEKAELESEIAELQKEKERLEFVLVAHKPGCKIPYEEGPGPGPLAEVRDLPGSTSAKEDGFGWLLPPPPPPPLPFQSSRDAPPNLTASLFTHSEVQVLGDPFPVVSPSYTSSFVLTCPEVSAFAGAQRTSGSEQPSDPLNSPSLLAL
Rtt109 Vps75: C. albicans Rtt109 histone acetyltransferase inhibition. purified Rtt109/Vps75, ThioGlo CoA-SH fluorescence, 4 h. 0.16% of 330,000 active. Q5AAJ8. inhibition, % at 34.9 µM. AID 540336;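 active means inhibition of at least 50% in every replicate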
PvdQ inh: blocks Pseudomonas aeruginosa PvdQ acylase activity | purified PvdQ acylase, fluorescence plate reader | inhibition, % at 10 µM | 0.063% of 340,000 active | AID 488965; in the data active means inhibition above about 30%, passing the limit was not always enough;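 further: 0% = vehicle neutral wells and 100% = reference inhibitor wells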
SR-BI HDL uptake: inhibitors of mouse SR-BI mediated HDL lipid uptake. 0.96% of 320,000 active. Q61009. inhibition, % at 12.5 µM. ldlA[mSR-BI] CHO cells, DiI-HDL uptake fluorescence, 3 h;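 active means mean replicate inhibition of at least 70% and a set share of replicates each scoring 70 or more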;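 further: 0% = median of neutral control wells and 100% = median of positive control wells; values of inactives mirror those of a sister screen read the other way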
Target sequence (Q61009 whole entry, looked up): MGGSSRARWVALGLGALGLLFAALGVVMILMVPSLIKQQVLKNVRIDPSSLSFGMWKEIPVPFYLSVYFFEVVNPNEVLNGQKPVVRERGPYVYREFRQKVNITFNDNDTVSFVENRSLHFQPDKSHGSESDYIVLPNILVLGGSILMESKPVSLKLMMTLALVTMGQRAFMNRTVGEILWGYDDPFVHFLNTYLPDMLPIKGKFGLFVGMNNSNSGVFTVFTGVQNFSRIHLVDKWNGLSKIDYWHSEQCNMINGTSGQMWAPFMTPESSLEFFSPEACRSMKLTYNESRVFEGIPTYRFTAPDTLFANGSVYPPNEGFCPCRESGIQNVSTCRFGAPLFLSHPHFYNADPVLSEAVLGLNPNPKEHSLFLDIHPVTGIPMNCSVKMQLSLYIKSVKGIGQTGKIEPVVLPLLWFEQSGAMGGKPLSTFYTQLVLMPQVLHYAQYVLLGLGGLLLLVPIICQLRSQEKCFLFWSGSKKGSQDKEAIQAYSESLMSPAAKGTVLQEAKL
SR-BI DiI-HDL act: enhances SR-BI lipid uptake from DiI-HDL. CHO ldlA[mSR-BI] cells, DiI-HDL uptake fluorescence, 3 h; 100 = double the neutral-control signal. activation, % at 12.5 µM. 0.096% of 320,000 active. AID 504775;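 active means mean replicate activation of at least 60% and every replicate at or above 60%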;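 further: 0% = median plate neutral-control signal and 100% = twice that signal; values of inactives mirror those of a sister screen read the other way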
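System: CHO ldlA[mSR-BI] cells / Medium: HEPES-buffered (25 mM, pH 7.4) F12 plus 0.5% BSA / Probe or stimulus: labelled HDL, 10 µg/mL / Doses: single compound concentration, delivered by pin transfer / Schedule: 3 h, 37 °C / Measured by: DiI fluorescence, bottom read / Measure: cell-associated DiI fluorescence as measure of HDL uptake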
PfHsp90 yeast 2: inhibits growth of yeast expressing Plasmodium falciparum Hsp90. S. cerevisiae expressing PfHsp90, BacTiter-Glo ATP, 48 h; yeast lacking PDR1 and PDR3 efflux regulators. inhibition, % at 9.4 µM. 0.32% of 310,000 active. AID 504621;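 active means every replicate shows inhibition above about 80%, whatever the replicate mean, limit read from the data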;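 further: 0% = DMSO neutral controls and 100% = 20 µM radicicol positive controls; yeast relying on Plasmodium falciparum Hsp90 in place of its own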
Active calls of the source: *; · = not tested or not shown.

SMILES	CAL PDZ FP-1	CAL PDZ FP-2	NSD2 HMT inh	MITF act	dFosB activator	Rtt109 Vps75	PvdQ inh	SR-BI HDL uptake	SR-BI DiI-HDL act	PfHsp90 yeast 2
CC(C)c1ccc(C(=O)CSc2n[nH]c(-c3ccncc3)n2)cc1	3	-2.5	0	1	-2	-2	-18	-30	30	56
Clc1ccc2nc(CSCc3ccccc3)cn2c1	-3	-0.5	5	51	1	0	-7	60	-60	-25
CCOC(=O)c1cc(-c2ccc(C)o2)nn1CCC#N	-1	-0.1	13	0	1	-2	1	-1	1	-7
Cc1cc(N2CCN(Cc3ccc4c(c3)OCO4)CC2)n2ncnc2n1	4	-0.2	-1	-1	2	-20	-18	-31	31	-7
O=C(NCc1ccccc1Cl)c1cccc2c1C(=O)c1ccc(-c3ccc(OC(F)(F)F)cc3)cc1S2(=O)=O	-3	-1.0	·	-67	-2	-10	-10	2	-2	-5
COc1ccc(/C=C2\SC(=S)N(CCC(=O)NCCCN3CCOCC3)C2=O)cc1	2	-1.6	4	6	-1	35	1	-9	9	-4
CC(C)C[C@H]1CNC(=S)N1CC1CCN(CCCCc2ccccc2)CC1	-7	-0.2	·	3	4	6	-12	-5	5	-25
O=C(NCc1cccc(F)c1)C1CCC(=O)N(C2CCCC2)C1 (configuration not stated)	84*	0.3	-3	15	0	5	-9	-9	9	-20
CC1NC(=S)N(Cc2ccccc2)C1=O (configuration not stated)	2	-0.1	1	-2	5	-7	-1	-3	3	9
Cc1ccc2nc(C(=O)N3CCc4c([nH]c5ccccc45)C3c3ccccn3)cn2c1 (configuration not stated)	1	-1.7	1	-9	-12	12	-4	19	-19	7
CCOC(=O)Cc1nnc(NC(=O)CSc2nnc3c4ccccc4n(C(C)C)c3n2)s1	1	-1.0	3	-4	-7	3	-6	-3	3	41
CC(C)(C)NC(=O)C(c1ccncc1)N(Cc1cccs1)C(=O)c1csnn1 (configuration not stated)	-4	-2.5	27	0	-1	10	-16	·	·	-28
CCOC(=O)C1CCN(C(=O)/C=C/c2cc(OC)c(OC)c(OC)c2)CC1	-15	-1.6	4	-4	-4	-2	10	0	0	-15
CCCCn1c(N)c(N(CC(C)C)C(=O)c2ccc(N3C(=O)CCC3=O)cc2)c(=O)[nH]c1=O	-3	1.0	-1	4	1	-13	-1	-25	25	·
Cc1[nH]nc2c1C1(CCN(C(=O)c3ccccc3)CC1)C(C#N)=C(N)O2	-1	-0.9	0	-10	4	3	-4	-21	21	-17
CCCCn1c(N)c(N(CC)C(=O)C2=COCCO2)c(=O)[nH]c1=O	1	-1.6	-4	3	4	3	-3	-9	9	·
C/C(=N\OC(=O)c1ccc(Cl)cc1)c1sc(-c2ccccc2)nc1C	-5	·	2	50	-5	4	-15	-13	13	-9
COc1ccc(C(C)=O)cc1CSc1nnc(-c2ccc(Cl)cc2)n1-c1ccccc1	-3	-2.7	2	-30	-7	11	6	18	-18	-18
Cc1ccc(C(=O)c2c3ccc(C(F)(F)F)cc3nn2CCC(N)=O)cc1	1	0.7	·	11	-2	1	-7	12	-12	3
CCSc1oc(-c2ccccc2)nc1S(=O)(=O)c1ccccc1	-5	-2.0	·	-6	-11	-1	-2	6	-6	-20
COc1ccc(C(=O)Nc2cc3c(cc2Cl)OCCCO3)cc1	1	·	0	77	11	9	-7	5	-5	-7
O=C(COc1ccc(Cl)cc1)NCc1nnc(SCC(=O)NC2CCCCC2)o1	10	0.2	-3	-2	5	-7	-10	1	-1	-2
Cc1cc(Cl)ccc1OCCCC(=O)N1CCCc2ccccc21	4	-1.1	-2	-9	-6	0	-2	16	-16	-16
CCc1cc2c(NCCC(=O)O)ncnc2s1	-1	-3.6	-2	3	-4	-1	-4	1	-1	5
Cc1cn(CC(=O)NCCc2c[nH]c3ccccc23)c(=O)[nH]c1=O	-3	1.2	·	8	-5	4	-4	-22	22	34

Ordered by molar mass (largest number first): six of the compounds above.
SMILES	CAL PDZ FP-1	CAL PDZ FP-2	NSD2 HMT inh	MITF act	dFosB activator	Rtt109 Vps75	PvdQ inh	SR-BI HDL uptake	SR-BI DiI-HDL act	PfHsp90 yeast 2
O=C(NCc1ccccc1Cl)c1cccc2c1C(=O)c1ccc(-c3ccc(OC(F)(F)F)cc3)cc1S2(=O)=O	-3	-1.0	·	-67	-2	-10	-10	2	-2	-5
CC(C)C[C@H]1CNC(=S)N1CC1CCN(CCCCc2ccccc2)CC1	-7	-0.2	·	3	4	6	-12	-5	5	-25
Cc1ccc(C(=O)c2c3ccc(C(F)(F)F)cc3nn2CCC(N)=O)cc1	1	0.7	·	11	-2	1	-7	12	-12	3
Cc1cc(N2CCN(Cc3ccc4c(c3)OCO4)CC2)n2ncnc2n1	4	-0.2	-1	-1	2	-20	-18	-31	31	-7
COc1ccc(C(=O)Nc2cc3c(cc2Cl)OCCCO3)cc1	1	·	0	77	11	9	-7	5	-5	-7
CCc1cc2c(NCCC(=O)O)ncnc2s1	-1	-3.6	-2	3	-4	-1	-4	1	-1	5

The listing picks up with the 6 entries that preceded the break.
SMILES	CAL PDZ FP-1	CAL PDZ FP-2	NSD2 HMT inh	MITF act	dFosB activator	Rtt109 Vps75	PvdQ inh	SR-BI HDL uptake	SR-BI DiI-HDL act	PfHsp90 yeast 2
CCSc1oc(-c2ccccc2)nc1S(=O)(=O)c1ccccc1	-5	-2.0	·	-6	-11	-1	-2	6	-6	-20
COc1ccc(C(=O)Nc2cc3c(cc2Cl)OCCCO3)cc1	1	·	0	77	11	9	-7	5	-5	-7
O=C(COc1ccc(Cl)cc1)NCc1nnc(SCC(=O)NC2CCCCC2)o1	10	0.2	-3	-2	5	-7	-10	1	-1	-2
Cc1cc(Cl)ccc1OCCCC(=O)N1CCCc2ccccc21	4	-1.1	-2	-9	-6	0	-2	16	-16	-16
CCc1cc2c(NCCC(=O)O)ncnc2s1	-1	-3.6	-2	3	-4	-1	-4	1	-1	5
Cc1cn(CC(=O)NCCc2c[nH]c3ccccc23)c(=O)[nH]c1=O	-3	1.2	·	8	-5	4	-4	-22	22	34
O=C(Nc1nc2ccccc2[nH]1)c1cc2ccccc2o1	46*	25	2	-13	9	-10	-15	-2	2	21
COc1ccc2c(c1)C(C)=CC(C)(C)N2C(=O)CN1C(=O)CCC1=O	1	-2.0	2	1	-16	-14	-12	·	·	10
Cn1c(Cc2ccccc2)nnc1SCCC(=O)Nc1ccccc1	-4	-1.2	1	·	-2	-3	-3	-17	17	12
NC(=O)C1CCN(C(=O)COc2cccc3cccnc23)CC1	-3	-1.2	-4	-20	-1	8	13	-21	21	·
NC(=O)C1CCN(c2nc(-c3ccccc3F)cs2)CC1	-4	0.7	·	88*	-3	3	-14	-6	6	·
Cc1nc2nc(-c3cccs3)[nH]c2cc1Br	11	-4.2	-3	·	-35	11	-2	15	-15	30
Cc1ccc(C)c(N2CCN(C(=O)c3csc(C)c3C)CC2)c1	-7	-0.7	31	-2	-7	0	-9	14	-14	9
COc1cccc(/C=N/Nc2nccnc2Cl)c1O	-6	-0.3	0	-64	-9	1	-3	6	-6	20
COc1cc(C(=O)N/N=C/c2sccc2C)cc(OC)c1OC	3	-1.0	-4	-49	6	-11	-12	59	-59	15
O=c1ccc(Oc2nc(N3CCCCC3)nc(N3CCCCC3)n2)n[nH]1	1	-1.2	0	-10	-7	8	6	3	-3	3
CCCCn1c(SCC(=O)N2CCN(c3ccccc3)CC2)nc2ccsc2c1=O	·	-1.2	·	2	-14	8	9	17	-17	-26
COc1ccc(C(c2nnnn2Cc2ccccc2)N2CCN(c3nc4ccccc4s3)CC2)cc1 (configuration not stated)	-3	-0.6	0	-9	-7	-2	4	21	-21	-19
N#C/C=C1/NC(=O)c2ccccc2S1	-2	·	0	11	-6	2	-6	-15	15	-11
Nc1nc2c(ccc3ccccc32)s1	-2	0.0	0	·	2	3	-8	2	-2	50
COc1cc(NC(C)CCc2ccccc2)cc(OC)c1OC (configuration not stated)	15	13	6	-11	-3	20	-12	16	-16	-6
C=CCNC(=O)c1cnc2n(c1=O)CCS2	·	-0.5	·	-14	-1	5	0	10	-10	-6
CCCNS(=O)(=O)c1ccc(CCC(=O)N2CCCC2)cc1	-3	0.0	-1	2	2	-6	12	4	-4	8
O=c1c2ccccc2oc2ccc(NCCCN3CCOCC3)cc12	-1	0.1	·	137*	8	2	-16	-5	5	2
Cc1ccc(S(=O)(=O)CCC(=O)Nc2nc3c(s2)CCCC3)cc1	-1	-1.1	2	-7	-10	6	-28	-6	·	10
CC1CCN(c2oc(-c3ccco3)nc2S(=O)(=O)c2ccccc2)CC1	·	-0.5	7	-5	-1	4	-5	-13	13	-4
CCCCN1C=C(C(=O)OC)C(c2ccccc2C(F)(F)F)C(C(=O)OC)=C1	9	·	2	-16	-9	0	-7	-19	19	-35
Cc1ccc2cc3cc(C(=O)NC4CCCCC4)oc3nc2c1	0	-2.5	-4	44	-19	-36	-3	7	-7	22
O=C(Nc1ccc2c(c1)OCCO2)c1ccc(Cl)c(S(=O)(=O)N2CCCCC2)c1	-4	-1.8	6	·	-4	15	6	44	-44	·
O=C(NC1CCCCC1)C(c1cccnc1)N(C(=O)c1csnn1)c1ccc(F)cc1 (configuration not stated)	-4	-1.7	-6	4	-7	8	5	-11	11	-8
CC(C)C(NC(=O)c1c(F)cccc1F)C(=O)N1CCN(S(=O)(=O)c2ccc(F)cc2)CC1 (configuration not stated)	·	0.5	-3	7	-9	4	-8	-10	10	-4
Further records follow.
SMILES	CAL PDZ FP-1	CAL PDZ FP-2	NSD2 HMT inh	MITF act	dFosB activator	Rtt109 Vps75	PvdQ inh	SR-BI HDL uptake	SR-BI DiI-HDL act	PfHsp90 yeast 2
CCCCn1c(CNC(=O)C23CC4CC(CC(C4)C2)C3)nnc1SCC(=O)Nc1nnc(C)s1	-4	-1.9	·	3	0	2	-18	-2	2	20
Cc1ccccc1NC(=O)COC(=O)c1ccc2nc(C)c(C)nc2c1	1	-0.5	1	-7	-9	-2	-7	14	-14	21
Cc1cc2ccccc2n2c(SCC(=O)NCc3cccs3)nnc12	-2	-2.2	-1	13	-12	·	-6	10	-10	7
O=[N+]([O-])c1cccc(/C=C/c2ccccn2)c1	-2	-1.1	-1	37	2	8	16	12	-12	-10
O=C(Cc1cn2ccsc2n1)Nc1ccccn1	-1	0.9	-2	6	4	1	1	-16	16	-6
Cc1cccc(N(Cc2cc3cc(C)ccc3[nH]c2=O)C(=O)c2cccs2)c1	-3	-2.7	7	9	-4	·	0	·	·	-8
CSc1ccc(-c2nc3cnccn3c2Nc2ccc3c(c2)OCO3)cc1	-2	-1.3	2	·	-2	11	4	-5	5	·

The order is random; 4.3% or so of the library scored in one or more.
